# SV40 large T antigen: TAg ATPase/helicase activity blockers – biochemical (AID 1903); inhibition, % at 20 µM, or IC50 in µM where a hit was titrated; 310,000 tested, 0.39% active; SV40 large T antigen ATPase/helicase inhibition assay; higher % means a stronger effect; in the data active = a potency from the dose series; inconclusive = inhibition mostly from about 32% at the one dose, without a potency; inactive = the rest, 99 in 100 with inhibition below about 32%; also: strong numbers were not always called active
# GPR55 antagonists: GPR55 antagonists blocking LPI-driven arrestin recruitment, primary screen, imaging, U2OS, beta-arrestin-GFP, LPI agonist (AID 2013); U2OS GPR55 beta-arrestin-GFP translocation imaging, LPI antagonism; higher % means a stronger effect; inhibition, % at 10 µM; hits with a dose series show IC50 in µM; 290,000 tested, 0.13% active;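 active = spots per cell inhibited over 60%, with over 100 cells counted and total cytoplasm intensity under 500,000; inconclusive = wells with under 100 cells, flagged as likely toxic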;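 also: U2OS cells stably carrying GPR55 and arrestin-GFP stimulated by 5 µM LPI near EC80; imaged beta-arrestin-GFP aggregate spots per cell after agonist stimulation; plate controls were LPI-stimulated DMSO wells for no effect and DMSO wells without LPI for full effect; some results filed as inactive read as strong as hits; confirmed hits need IC50 under 10 µM and bright autofluorescent wells are also inconclusive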
# RSV CPE inhibition: inhibition of RSV-induced cytopathic effect – HEp-2 cells, primary 10 µM value included (AID 2391); HEp-2 cells, RSV-induced CPE inhibition; higher % means a stronger effect; CPE inhibition, % at 10 µM; hits with a dose series show IC50 in µM; 310,000 tested, 0.13% active; in the data active = a potency from the dose series; inconclusive = CPE inhibition mostly from about 23% at the one dose, without a potency; inactive = the rest, 99 in 100 with CPE inhibition below about 21%; also: strong numbers were not always called active
# GPR35 arrestin U2OS: GPR35 antagonists blocking zaprinast-driven arrestin recruitment, primary screen, imaging, U2OS, beta-arrestin-GFP, zaprinast agonist (AID 2058); U2OS GPR35 beta-arrestin-GFP translocation imaging, zaprinast antagonism; higher % means a stronger effect; inhibition, % at 10 µM, or IC50 in µM where a hit was titrated; 290,000 tested, 0.052% active;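 active = inhibition of at least 50% with at least 30 cells and total cytoplasm GFP at most 10,000,000; inconclusive = under 30 cells or total GFP of 10,000,000 plus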
# NS5 inhibitors: flavivirus cap methylation enzyme inhibition – biochemical, confirmation dose response, primary screen (AID 588689); Dengue-2 NS5 methyltransferase capping enzyme assay, biochemical; higher % means a stronger effect; inhibition, % at 25 µM, or IC50 in µM where a hit was titrated; 340,000 tested, 0.3% active; in the data active = a potency from the dose series; inconclusive = inhibition above about 29% without an active follow-up result
# K1F lysis inhibition: protection from phage-mediated lysis, alamar blue read-out – E. coli UTI89, K1F phage, bacterial capsule biogenesis inhibitors (AID 488966). one-dose inhibition, % at 100 µM; IC50 in µM for titrated hits. E. coli UTI89 K1F phage lysis, alamar blue, 2 h; higher % means a stronger effect. 340,000 tested, 0.02% active;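 active = phage lysis inhibition, versus mean bacterial control, above a set limit; inconclusive = no clear call, values can overlap the other calls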;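 also: capsule biogenesis inhibitors block K1F phage lysis so surviving cells raise fluorescence; higher fluorescence means more inhibition of phage lysis; actives were called in the ten point dose series up to 300 µM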
# Rac1 GTP hydrolysis: MgcRacGAP GTPase-activating activity inhibitors, confirmation, biochemical, ADP Hunter fluorescence. MgcRacGAP-stimulated Rac1 GTP hydrolysis, ADP Hunter fluorescence; higher % means a stronger effect; GST-tagged Rac1 F28L mutant substrate. inhibition, % at 30 µM; hits with a dose series show IC50 in µM. 340,000 tested, 0.6% active. AID 624330;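 active = first-screen hits whose inhibition reached a set limit at any dose in the follow-up dose series; inconclusive = inhibition above the set first-screen limit but never retested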;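 also: fluorescence reports GDP produced by GAP-driven GTP hydrolysis; strong numbers were not always called active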
# PhoP inhibition: inhibitors of PhoP regulon expression, primary screen, Salmonella Typhimurium, GFP reporter (AID 1863). S. Typhimurium PhoP-regulated promoter GFP reporter, 4 h; higher % means a stronger effect. one-dose inhibition, % at 50 µM; IC50 in µM for titrated hits. 300,000 tested, 0.16% active;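 active = inhibition over 29.93%, a cutoff 3 SD above the screen mean, later confirmed by dose response; inconclusive = inhibition over 29.93% but no dose response follow-up; inactive = inhibition at most 29.93% or unconfirmed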;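 also: 0% = low Mg2+ inducing control and 100% = high Mg2+ repressing control; strong numbers were not always called active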
# HIV fusion peptide: cell-free HIV fusion peptide-binding blockers – biochemical, uHTS, fluorescence dequenching, primary screen (AID 1986); cell-free peptide binding, fluorescence dequenching, 30 min; higher % means a stronger effect; inhibition, % at 20 µM, or IC50 in µM where a hit was titrated; 290,000 tested, 0.3% active; in the data active = inhibition mostly above about 52%, no sharp cut-off; inactive = mostly below about 76%; also: some results filed as inactive read as strong as hits
# NS5 inhibitors pilot replicate: recorded beside NS5 inhibitors, whose call it bears; inhibition, %; measured here: pilot screen replicate inhibition
# Active calls of the source: *; ? = inconclusive; nt = not tested or not shown; [ ] = another dose, or the depositor's remark.
SMILES,SV40 large T antigen,GPR55 antagonists,RSV CPE inhibition,GPR35 arrestin U2OS,NS5 inhibitors,K1F lysis inhibition,Rac1 GTP hydrolysis,PhoP inhibition,HIV fusion peptide,others
CC1CCCN(CCS(=O)(=O)c2ccccc2)C1 (centres undefined),26%,nt,0.4%,nt,8%,-1.2%,-8%,nt,nt,
COC(=O)CN(Cc1ccco1)S(=O)(=O)c1ccccc1,0%,11%,0.6%,1%,0%,-0.1%,6%,-12%,8.1%,
Cc1cc(C)n(CC(O)COc2ccccc2C)n1 (centres undefined),8%,-9%,0.5%,-7%,-5%,0.4%,-1%,0%,0.3%,
COc1ccc(/C=C(/NC(=O)c2ccccc2)C(=O)NCc2ccncc2)cc1,-2%,-2%,-0.7%,3%,-5%,0.1%,4%,4%,1.0%,
CCCOc1ccc(-c2c(C(=O)N/N=C/c3ccsc3)nnn2-c2nonc2N)cc1,15%,13%,2.3%,1%,-9%,1.7%,7%,-1%,2.0%,
COC(=O)c1ccc(CNC(=O)c2ccc(OCC(=O)N3CCOCC3)c(OC)c2)cc1,16%,nt,-0.4%,nt,2%,1.3%[50 µM],10%,-2%,nt,
O=C(NCc1n[nH]c(=S)n1Cc1ccccc1)c1ccc(Cl)cc1Cl,20%,9%,-1.9%,-14%,5%,-0.8%,-1%,-1%,-1.2%,
CCc1nnc(NC(=O)CSCc2cc(=O)n3cc(C)sc3n2)s1,12%,2%,3.2%,5%,-7%,0.3%,5%,-5%,0.5%,
CC(C)c1ccc(NC(=O)CSc2nc3ccsc3c(=O)n2CCC(=O)O)cc1,3%,-3%,2.9%,7%,-13%,0.6%,-10%,2%,4.0%,
CSc1nc(N2CCOCC2)c2c(c1C#N)CC(C)(C)OC2,30%,10%,1.2%,2%,-9%,-0.4%,1%,-13%,0.1%,
COc1ccc(N2CCN(C(=O)CN(c3ccccc3)S(=O)(=O)c3ccc(OC)cc3)CC2)cc1,11%,18%,1.8%,-10%,1%,0.3%,14%,5%,0.1%,
Cc1nnc(NC(=O)CSc2nc(CC(C)C)nc3c2c(=O)n(C)c(=O)n3C)s1,2%,4%,0.3%,2%,1%,0.9%,-2%,-5%,0.0%,
COC(=O)C1=C(C)N(Cc2cccnc2)C(=O)/C1=C\c1cccs1,9%,-3%,1.7%,10%,nt,nt,nt,-1%,-1.7%,
Cc1ccc(NC(=O)c2c(F)cccc2Cl)cc1S(=O)(=O)N1CCOCC1,nt,nt,2.3%,nt,-7%,0.2%[50 µM],5%,nt,nt,
Cc1ccccc1OCC(=O)N/N=C/c1cccc(Oc2ccc([N+](=O)[O-])cc2[N+](=O)[O-])c1,19%,-1%,?,-4%,-1%,0.0%,6%,-13%,0.3%,
CCOC(=O)C1=NOC2C3CC(C12)C1C(=O)N(CCc2ccc(OC)c(OC)c2)C(=O)C31 (centres undefined),5%,8%,0.1%,-12%,-8%,0.1%,12%,-9%,1.1%,
O=C(Nc1ccc(F)cc1F)Nc1ccccc1C(=O)NCCN1CCNC1=O,8%,-2%,4.1%,6%,nt,nt,nt,1%,-1.1%,
Cn1ncc(C(=O)Nc2ccc(Cl)cc2)c1C(F)(F)F,7%,-6%,nt,-6%,nt,nt,nt,-4%,0.6%,
CN(CCO)CCOCCOc1cccc2ccccc12,23%,1%,-1.1%,7%,-8%,0.5%,29%,5%,0.2%,
COc1ccc(S(=O)(=O)N(C)c2ccc(C(=O)N3CCCCC3)cc2)cc1OC,5%,-5%,6.5%,-15%,-5%,-0.3%,18%,-10%,-1.0%,

# Structural class: the compounds so far containing a thiophene ring, fused or not.
SMILES,SV40 large T antigen,GPR55 antagonists,RSV CPE inhibition,GPR35 arrestin U2OS,NS5 inhibitors,K1F lysis inhibition,Rac1 GTP hydrolysis,PhoP inhibition,HIV fusion peptide,others
CCCOc1ccc(-c2c(C(=O)N/N=C/c3ccsc3)nnn2-c2nonc2N)cc1,15%,13%,2.3%,1%,-9%,1.7%,7%,-1%,2.0%,
CC(C)c1ccc(NC(=O)CSc2nc3ccsc3c(=O)n2CCC(=O)O)cc1,3%,-3%,2.9%,7%,-13%,0.6%,-10%,2%,4.0%,
COC(=O)C1=C(C)N(Cc2cccnc2)C(=O)/C1=C\c1cccs1,9%,-3%,1.7%,10%,nt,nt,nt,-1%,-1.7%,

# The main list resumes, starting 2 compounds before the break.
SMILES,SV40 large T antigen,GPR55 antagonists,RSV CPE inhibition,GPR35 arrestin U2OS,NS5 inhibitors,K1F lysis inhibition,Rac1 GTP hydrolysis,PhoP inhibition,HIV fusion peptide,others
CN(CCO)CCOCCOc1cccc2ccccc12,23%,1%,-1.1%,7%,-8%,0.5%,29%,5%,0.2%,
COc1ccc(S(=O)(=O)N(C)c2ccc(C(=O)N3CCCCC3)cc2)cc1OC,5%,-5%,6.5%,-15%,-5%,-0.3%,18%,-10%,-1.0%,
O=C(NC(Cc1ccccc1)C(=O)O)C1CCN(S(=O)(=O)c2cccc(C(F)(F)F)c2)CC1 (centres undefined),5%,-8%,5.2%,-4%,0%,0.1%,5%,-5%,-0.6%,
CCCCOc1ccccc1NC(=O)c1scc2c1OCCO2,24%,3µM*,nt,-9%,-5%,0.3%,3%,-2%,1.7%,
Clc1cccc(Cl)c1CN1CCN(c2ncccn2)CC1,8%,8%,1.7%,2%,-6%,-2.3%,-11%,7%,0.5%,
Oc1ccc(Cl)cc1CNn1cnnc1,-3%,0%,-0.8%,12%,-8%,0.2%,9%,19%,-2.6%,
Cc1ccc2oc(=O)n(Cc3ccc(OC(C)C)cc3)c2c1,14%,-13%,3.3%,-4%,-1%,-0.2%,7%,5%,1.5%,NS5 inhibitors pilot replicate=2.4
COc1cc(CN2CCCCCC2)cc(Br)c1O,28%,-4%,-0.6%,-2%,-2%,-2.1%,15%,-8%,-1.3%,
Cc1c(C#N)c2ncnc(N)c2n1-c1ccccc1,15%,4%,0.8%,0%,nt,0.0%,11%,3%,1.4%,
CCCCC(=O)Nc1cccc(C(=O)N/N=C/c2ccc(OC)cc2OC)c1,2%,8%,1.4%,4%,-1%,-1.6%,6%,9%,-0.7%,
CCN1C(=O)c2ccccc2Sc2ccc(C(=O)NCCN3CCOCC3)cc21,-6%,12%,2.7%,5%,-3%,-1.4%,14%,2%,0.3%,
CCN(/N=C/c1ccccc1)c1cc(=O)n(C)c(=O)[nH]1,21%,-4%,1.3%,-6%,-4%,9.0%,0%,-1%,1.8%,
COc1cccc(C(c2c(NC(=O)c3ccco3)sc(C)c2C)N2CCOCC2)c1 (centres undefined),nt,nt,0.1%,nt,-5%,0.5%[50 µM],1%,nt,nt,
CCN1CCN(c2c(Cl)cccc2NC(=O)c2cccs2)CC1,12%,-3%,-0.2%,-3%,-2%,-0.1%,5%,-5%,0.8%,
CCN(CC(=O)NCc1ccc(Cl)cc1)C(=O)CCOc1ccccc1C,16%,nt,1.9%,nt,1%,-0.1%[50 µM],7%,1%,nt,
Cc1ccc(C2C=C(c3ccccc3)Nc3ncnn32)cc1 (centres undefined),20%,nt,4.7%,nt,6%,0.9%,5%,2%,nt,
COc1ccc(C(=O)N2CCN(c3nc4ccccc4o3)CC2)cc1OC,3%,-5%,-0.3%,13%,1%,4.9%,9%,-6%,6.5%,
Cc1ccc(CCNC(=O)C2CCCN(S(=O)(=O)c3c(C)nn(C)c3C)C2)cc1 (centres undefined),9%,-3%,0.1%,-1%,-6%,-0.3%,2%,-3%,1.5%,
O=C1N[C@@H](Cc2ccccc2)C(=O)N2[C@H]1C[C@]1([C@]34C[C@H]5C(=O)N[C@@H](Cc6ccccc6)C(=O)N5[C@H]3N(S(=O)(=O)c3ccccc3)c3ccccc34)c3ccccc3N(S(=O)(=O)c3ccccc3)[C@H]21,5%,nt,-1.2%,nt,-10%,0.4%,6%,18%,nt,
CCCc1cc(=O)oc2cc(Oc3ncccn3)ccc12,23%,-11%,0.3%,-5%,-8%,1.3%,7%,3%,1.5%,
COc1ccc(C(C)=O)cc1CSc1nc2ccccc2c(=O)n1-c1ccccc1C,10%,8%,7.3%,0%,-2%,0.1%[50 µM],6%,-6%,0.6%,
CCN(CC)/C(N)=N/c1nc(C)cc(C)n1,1%,0%,1.4%,4%,-3%,0.6%,2%,8%,-1.3%,
CC1(C)CCC/C(=C\c2ccccc2)C1=O,6%,nt,4.6%,nt,4%,2.2%,5%,-2%,nt,
CCOC(=O)C1=C(C)N=c2s/c(=C3\C(=O)Nc4ccccc43)c(=O)n2C1c1ccc2c(c1)OCO2 (centres undefined),0%,24%,13%,-10%,11%,0.1%,15%,-10%,7.4%,
O=c1[nH]c2ccccc2c(O)c1-c1ccccc1,20%,-7%,1.7%,0%,0%,-4.6%,-9%,2%,1.0%,
CC(=O)c1ccc(OCC(O)CN2CCN(c3ccccn3)CC2)cc1 (centres undefined),2%,26%,-1.1%,-5%,nt,nt,nt,14%,2.6%,
COc1cc(OC)cc(OC(=O)C2CCN(C(=O)c3ccc(F)cc3)CC2)c1,17%,nt,-1.8%,nt,-5%,0.7%[50 µM],-1%,5%,nt,
COC(=O)c1ccc(CSc2nc3ccccc3s2)o1,-3%,-14%,-1.2%,12%,-3%,7.7%,6%,-6%,1.0%,

# Random excerpt: four compounds from above, in no set order.
SMILES,SV40 large T antigen,GPR55 antagonists,RSV CPE inhibition,GPR35 arrestin U2OS,NS5 inhibitors,K1F lysis inhibition,Rac1 GTP hydrolysis,PhoP inhibition,HIV fusion peptide,others
O=c1[nH]c2ccccc2c(O)c1-c1ccccc1,20%,-7%,1.7%,0%,0%,-4.6%,-9%,2%,1.0%,
CC1(C)CCC/C(=C\c2ccccc2)C1=O,6%,nt,4.6%,nt,4%,2.2%,5%,-2%,nt,
COC(=O)c1ccc(CSc2nc3ccccc3s2)o1,-3%,-14%,-1.2%,12%,-3%,7.7%,6%,-6%,1.0%,
CCOC(=O)C1=C(C)N=c2s/c(=C3\C(=O)Nc4ccccc43)c(=O)n2C1c1ccc2c(c1)OCO2 (centres undefined),0%,24%,13%,-10%,11%,0.1%,15%,-10%,7.4%,

# Compounds were not picked by outcome; overall some 1.5% were active at least once.
